Yp Topo-I inh: blocks Yersinia pestis topoisomerase I activity | Y. pestis Topo-I cleavage product accumulation, plate reader | activity, % at 10 µM | actives 0.064% (n = 360,000) | AID 504884; in the data active = activity above about 50%, passing the limit was not always enough; inconclusive = no clear call, values can overlap the other calls; note: inactives centre near 2
SSB-PriA inh: inhibitors of Klebsiella pneumoniae PriA binding to SSB C-terminal tail. AlphaScreen SSBct-PriA binding, biotinylated peptide. inhibition, % at 33 µM. actives 0.6% (n = 430,000); in the data active = inhibition mostly above about 37%, no sharp cut-off; inactive = mostly below about 20%;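 note: plate controls were negative control peptide for no effect and reference peptide for full effect; strong numbers were not always called active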
TcdB GH inh: TcdB glycohydrolase inhibition; actives 0.24% (n = 350,000); TcdB glycohydrolase enzymatic assay, plate reader; inhibition, % at 9.99 µM; AID 652162; P18177; in the data active = inhibition above about 10%
Target sequence (P18177 whole entry, looked up): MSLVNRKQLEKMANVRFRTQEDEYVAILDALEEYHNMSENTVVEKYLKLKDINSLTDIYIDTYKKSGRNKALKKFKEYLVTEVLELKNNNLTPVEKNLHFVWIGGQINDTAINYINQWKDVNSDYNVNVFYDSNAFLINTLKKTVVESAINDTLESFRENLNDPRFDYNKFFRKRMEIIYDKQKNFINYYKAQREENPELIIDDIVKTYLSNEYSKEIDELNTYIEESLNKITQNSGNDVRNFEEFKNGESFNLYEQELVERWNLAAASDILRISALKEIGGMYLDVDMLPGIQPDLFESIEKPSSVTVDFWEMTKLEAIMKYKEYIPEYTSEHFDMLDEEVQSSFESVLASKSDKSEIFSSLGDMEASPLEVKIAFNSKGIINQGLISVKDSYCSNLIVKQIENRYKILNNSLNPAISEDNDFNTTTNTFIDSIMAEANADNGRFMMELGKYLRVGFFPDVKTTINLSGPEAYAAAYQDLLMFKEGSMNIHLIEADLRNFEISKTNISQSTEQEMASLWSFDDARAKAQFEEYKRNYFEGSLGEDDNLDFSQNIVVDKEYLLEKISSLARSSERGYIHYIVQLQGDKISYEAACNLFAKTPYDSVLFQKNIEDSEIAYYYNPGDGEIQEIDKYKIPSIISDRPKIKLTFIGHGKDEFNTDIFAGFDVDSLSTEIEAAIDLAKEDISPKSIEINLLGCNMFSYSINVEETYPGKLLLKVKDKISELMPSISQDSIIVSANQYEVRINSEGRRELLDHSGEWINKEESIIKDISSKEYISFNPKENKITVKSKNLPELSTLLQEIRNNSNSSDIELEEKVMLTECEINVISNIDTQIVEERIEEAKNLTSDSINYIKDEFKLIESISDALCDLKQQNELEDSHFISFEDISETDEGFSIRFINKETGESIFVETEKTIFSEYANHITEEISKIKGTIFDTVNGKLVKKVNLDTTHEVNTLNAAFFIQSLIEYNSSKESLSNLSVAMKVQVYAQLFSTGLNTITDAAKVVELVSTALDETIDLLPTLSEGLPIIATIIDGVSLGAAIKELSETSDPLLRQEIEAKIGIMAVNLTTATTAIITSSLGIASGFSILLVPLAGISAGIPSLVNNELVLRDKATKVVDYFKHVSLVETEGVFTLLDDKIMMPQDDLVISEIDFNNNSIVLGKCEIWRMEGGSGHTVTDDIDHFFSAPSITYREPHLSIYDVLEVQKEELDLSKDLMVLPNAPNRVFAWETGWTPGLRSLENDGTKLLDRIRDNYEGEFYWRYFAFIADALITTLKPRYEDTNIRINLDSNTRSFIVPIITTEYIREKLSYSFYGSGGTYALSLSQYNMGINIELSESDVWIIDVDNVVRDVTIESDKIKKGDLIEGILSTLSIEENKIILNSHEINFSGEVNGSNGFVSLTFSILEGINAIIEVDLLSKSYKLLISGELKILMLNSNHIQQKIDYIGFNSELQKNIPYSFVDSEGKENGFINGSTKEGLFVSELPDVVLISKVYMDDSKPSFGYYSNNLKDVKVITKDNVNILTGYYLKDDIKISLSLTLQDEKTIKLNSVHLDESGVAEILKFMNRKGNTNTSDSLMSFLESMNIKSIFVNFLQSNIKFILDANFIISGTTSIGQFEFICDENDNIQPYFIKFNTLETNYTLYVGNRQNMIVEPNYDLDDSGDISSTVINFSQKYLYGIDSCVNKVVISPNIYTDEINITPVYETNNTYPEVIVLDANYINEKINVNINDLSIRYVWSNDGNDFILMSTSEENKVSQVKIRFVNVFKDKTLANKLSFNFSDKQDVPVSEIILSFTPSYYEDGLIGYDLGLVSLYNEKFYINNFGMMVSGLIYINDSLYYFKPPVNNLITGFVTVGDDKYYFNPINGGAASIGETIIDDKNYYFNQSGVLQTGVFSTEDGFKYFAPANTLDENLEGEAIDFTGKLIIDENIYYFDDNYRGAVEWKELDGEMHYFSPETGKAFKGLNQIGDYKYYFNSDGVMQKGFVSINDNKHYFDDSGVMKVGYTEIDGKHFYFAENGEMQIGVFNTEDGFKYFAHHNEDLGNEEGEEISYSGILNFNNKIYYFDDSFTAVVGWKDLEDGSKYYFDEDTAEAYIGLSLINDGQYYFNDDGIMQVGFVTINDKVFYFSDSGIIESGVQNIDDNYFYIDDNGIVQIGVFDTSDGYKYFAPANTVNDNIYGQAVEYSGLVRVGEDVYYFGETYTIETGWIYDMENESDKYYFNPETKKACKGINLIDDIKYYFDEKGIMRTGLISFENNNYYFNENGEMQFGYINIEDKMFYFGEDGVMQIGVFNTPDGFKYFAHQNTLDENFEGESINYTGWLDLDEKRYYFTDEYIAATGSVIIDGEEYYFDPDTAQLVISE
3CLpro inhibitor: SARS-CoV 3CLpro protease inhibition | AID 1706 | actives 0.14% (n = 290,000) | inhibition, % at 6 µM | P0C6X7 | recombinant SARS-CoV 3CLpro, quenched FRET peptide cleavage; in the data active = inhibition above about 12%
CCHF vOTU inh: blocks the CCHF virus ovarian tumor domain protease | CCHFV vOTU protease, Pep-AMC fluorescence | actives 0.55% (n = 370,000) | inhibition, % at 11.5 µM; in the data active = inhibition above about 30%; note: 0% = vehicle wells with enzyme and 100% = no enzyme wells
VHR inh abs: inhibitors of human VHR1 phosphatase (DUSP3). inhibition, % at 13.3 µM. actives 0.52% (n = 290,000). recombinant VHR phosphatase, pNPP absorbance; in the data active = inhibition above about 50%; note: some compounds called inactive have numbers as strong as hits
Anthrax LF prot: inhibitors of Bacillus anthracis lethal factor protease; actives 0.12% (n = 360,000); AID 588501; multiplex microsphere protease cleavage assay, LF; inhibition, % at 10 µM; note: plate controls were buffer without enzyme for full effect and enzyme alone for no effect
BoNT A protease: BoNT A light chain protease inhibition; multiplex microsphere protease substrate cleavage, flow cytometry; inhibition, % at 10 µM; actives 0.17% (n = 360,000); AID 588499; note: plate controls were buffer without enzyme for full effect and enzyme alone for no effect
Vc quorum ag: quorum light induction in luxS cqsA deficient V. cholerae; AID 588436; activation, % at 18.7 µM; V. cholerae BH1578 lux reporter, luminescence, 6 h; actives 0.16% (n = 350,000); in the data active = activation mostly above about 9.7%, no sharp cut-off; inconclusive = no clear call, values can overlap the other calls; inactive = mostly below about 3.7%; note: not every result past the cut was called active; inactives centre near 0; reference of the scale not given here
PfHsp40 yeast: restores yeast growth despite PfHsp40 toxicity | growth rescue, % at 12.5 µM | S. cerevisiae expressing PfHsp40, growth rescue, ATP luminescence | actives 0.68% (n = 340,000) | AID 504582; in the data active = growth rescue above about 28%, passing the limit was not always enough; inconclusive = no clear call, values can overlap the other calls;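 note: yeast W303a lacking pdr1 and pdr3 grown in galactose medium; growth measured after three days at 30 °C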
The depositor's hits bear a star; i = inactive; ? = inconclusive; . = not tested or not shown; & = joins results of further samples. Cut-off read from the data, not from the text of the source, unless noted: active = inhibition above about 30%; inconclusive = no clear call, values can overlap the other calls; inactive = below that. These rows are one share of the data; rates above refer to the full screens.

nr	SMILES	BoNT A protease	Anthrax LF prot	SSB-PriA inh	TcdB GH inh	CCHF vOTU inh	3CLpro inhibitor	Yp Topo-I inh	PfHsp40 yeast	VHR inh abs	Vc quorum ag
1	NS(=O)(=O)c1cccnc1Nc1ccc(Cl)c(Cl)c1	1.3	0	-7	.	7	1	-4	0.2	21	0.1
2	Cc1ccc(C)c(NC(=O)CCC(=O)N/N=C2/CC(=O)CC(C)(C)C2)c1	0.4	-4	.	-2.3	3	4	9	0.5	35	-1.5
3	COC(=O)c1cc(S(=O)(=O)NCCc2ccc(SC)cc2)c[nH]1	-0.5	0	11	0.4	-11	-2	5	0.7	0	-0.3
4	COc1ccc(C(=O)NCC(=O)OCC(=O)c2ccccc2Br)cc1OC	-0.5	3	.	0.1	17	.	3	.	.	-4.5
5	Cc1cc(=O)oc2cc(OCC(=O)N3CCCC(C)C3)ccc12 (stereo unspecified)	-1.2	5	-10	.	-6	4	-7	-0.6	24	0.5
6	COc1ccc(C(=O)CCS(=O)(=O)c2ccc(C)cc2)cc1OC	0.1	-2	7	0.7	-2	-1	7	-1.3	32	0.0
7	C[N+]1(CC(=O)OCCCc2ccccc2)CCOCC1	0.3	0	-32	.	1	-2	2	-0.4	24	i
8	CC(=O)c1cccc(NC(=O)N2CCC(C(=O)c3ccc(F)cc3)CC2)c1	-1.8	-2	10	0.7	5	3	6	1.4	16	i
9	Cc1ccc2c(c1)CC1(CN2C)C(=O)NC(=O)N(c2ccc(C)c(C)c2)C1=O (stereo unspecified)	-2.6	-5	3	.	7	0	10	-0.3	50*	i
10	Cn1c(=O)c2c(SCC(N)=O)nc(CC(C)(C)C)nc2n(C)c1=O	-0.1	-15	-10	-0.5	7	-2	4	0.2	11	-0.2
11	Cc1cnc(C(=O)OCC(=O)N2CCc3ccccc3C2)cn1	0.2	2	-6	.	20	2	-2	0.1	21	.
12	Cc1ccccc1OCc1nnc(SCC(=O)O)n1Cc1ccccc1	-0.5	-2	-23	-1.4	14	0	-2	2.1	9	i
13	COc1ccc(-n2c(=O)c3ccccc3n(CC(=O)Nc3cc(C)on3)c2=O)cc1OC	0.3	1	-28	.	1	2	5	-0.1	-22	-0.4
14	COc1ccc(C(=O)N2CCC(N3CCN(c4ccccc4)CC3)CC2)cc1OC	4.0	0	-7	.	-4	-2	3	0.9	-4	i
15	Nc1cc(=O)[nH]c(=S)n1-c1ccccc1	0.3	3	7	.	1	-1	10	-1.2	2	i
16	CCCC(=O)N1CCc2cc(-c3nc(N)sc3C)ccc21	2.0	4	-8	.	3	2	11	0.3	19	-0.5
17	CCOc1ccc(S(=O)(=O)N2CCC(C(=O)NCc3ccccn3)CC2)cc1	-6.0	-1	-12	0.2	1	-2	4	-1.8	35	-0.3
18	CCOC(=O)CN1NC2(CCC(C)CC2)NC1=S (stereo unspecified)	0.0	-4	-11	.	-8	-1	6	-0.4	16	i
19	Cc1cccc(-n2c(O)c(C=NCc3ccccn3)c3ccccc3c2=O)c1	0.2	0	-2	1.5	1	3	-2	5.2	11	-5.6
20	Cc1c(Cl)cccc1NC(=S)N(C)CCC#N	-1.1	-1	-3	-0.4	-10	0	-15	-0.2	22	-0.2
21	CC(=O)Nc1ccc2nc(NC(=O)COc3ccccc3C)sc2c1	-0.2	-2	-8	-0.1	7	-2	-15	1.5	-8	i
22	O=C(CCc1ccccc1Cl)Nc1ccc(S(=O)(=O)Nc2nccs2)cc1	2.5	3	-17	0.1	3	.	10	-0.9	.	-1.2
23	CCC(C(=O)O)n1c(C(F)(F)F)nc2ccccc21 (stereo unspecified)	-0.4	-2	-26	.	1	-7	-3	-0.6	28	-0.1
24	CCOC(=O)C1CCCN(C(=O)c2cccc3ccccc23)CC1 (stereo unspecified)	-0.2	-2	.	0.5	-4	.	4	.	.	-0.5
25	COCCSc1nnc(NC(=O)Cc2cccs2)s1	-0.1	-8	-8	-2.8	-17	-3	-1	-0.7	0	i
26	Cc1ccc(C(=O)NC2CCN(Cc3ccccc3)CC2)cc1S(=O)(=O)N1CCOCC1	2.7	2	-4	2.4	-4	.	2	-1.1	.	-1.1
27	COc1ccc([N+](=O)[O-])cc1NS(=O)(=O)c1cc(C(=O)NCc2cccnc2)ccc1Cl	0.2	-1	-8	1.0	0	.	1	1.2	.	-0.3
28	COc1ccc(/C=C(/NC(=O)c2ccc(OC)c(OC)c2)C(=O)NCCCn2ccnc2)cc1	3.7	-5	5	1.5	7	-3	9	-1.3	30	-0.3
29	COc1cc(-c2cnc3c(NC=O)cc(-c4ccccc4Cl)cn23)cc(OC)c1OC	0.2	-4	.	0.1	-4	.	21	.	.	-0.4
30	COCCn1c(CCC(=O)O)ccc1-c1cccs1	0.4	-1	-10	0.2	-21	1	3	2.2	16	-0.2
31	Cc1ccc(C)c(NC(=O)c2ccc3c(c2)N(Cc2ccc(F)cc2)C(=O)CS3=O)c1 (stereo unspecified)	0.0	-3	-19	0.5	-4	1	11	1.6	3	-0.2
32	Cc1cccc(-c2ncc(CN3CCN(C4CCCC4)C(CCO)C3)cn2)c1 (stereo unspecified)	-0.2	-1	-12	-0.4	-15	-2	-7	1.1	30	-0.3
33	CC(C)c1ccc(Nc2nnc(SCC(=O)Nc3ncc(S(=O)(=O)c4ccc([N+](=O)[O-])cc4)s3)s2)cc1	-0.1	-7	-11	2.1	2	4	-2	-1.3	22	0.1
34	CN(CC(=O)Nc1ccccc1Br)C(=O)CNC(=O)Cc1cccc2ccccc12	1.0	-1	3	1.3	-12	-4	16	0.1	6	-0.1
35	CCc1ccc(NC(=O)c2ccnc(C(C)(C)C)c2)cc1	-1.1	-2	5	.	-9	-3	6	0.2	34	-0.1
36	CCOC(=O)C1=C(C)OC(N)=C(C#N)C1c1cc(OC)c2c(c1)OCO2 (stereo unspecified)	-0.5	0	-11	.	9	4	4	-1.5	17	0.0
37	COc1ccc(C2=NOC(C)(c3nnc(-c4ccc(F)cc4)o3)C2)cc1 (stereo unspecified)	0.2	-9	-11	.	-5	.	4	0.5	-8	1.0
38	NC(=O)C1(N2CCCCC2)CCN(C2CC(=O)NC2=O)CC1 (stereo unspecified)	-0.2	-2	-23	.	31*	1	-4	-2.1	20	-0.6
39	Cc1ccc(Cl)cc1NC(=O)Nc1cccs1	-0.3	-2	5	-1.7	-3	-2	-15	-0.6	-6	1.1
40	COC(=O)Nc1ccc(S(=O)(=O)N2CCN(CCN3C(=O)C4C5C=CC(C5)C4C3=O)CC2)cc1 (stereo unspecified)	-1.4	0	-12	.	0	2	0	1.0	-2	-12
41	CCOC(=O)c1c(O)cc(C)[nH]c1=O	-0.7	1	1	1.0	-6	-5&5	6	1.1	15&8	-0.3
42	CCC(=O)Nc1nc(-c2ccccc2)ns1	1.6	-2	0	.	7	-2	-6	-0.2	12	11
43	CC1(C)S[C@@H]2[C@H](NC(=O)[C@H](N)c3ccc(O)cc3)C(=O)N2[C@H]1C(=O)O	-0.5	-4	-5	-0.4	-8	0	3	-1.0	9	i
44	COc1cccc(-c2nc3n(n2)CCc2ccccc2-3)c1	-0.4	-11	.	3.1	-1	.	10	.	.	-4.0
45	CC(C)(C)c1ccc(C(=O)NCc2nnc(SCC(=O)NC3CCCCC3)o2)cc1	-1.5	0	1	1.6	22	2	45	1.3	-6	5.3
46	Cc1ccccc1N=Nc1c(C)[nH]n(C(N)=S)c1=O	0.4	-3	-2	-1.7	13	2	4	4.4	0	1.0
47	O=C(c1ccc(F)cc1F)N1CCCN(c2nc(-c3ccccc3)ns2)CC1	.	.	-13	-1.9	5	-2	1	-1.3	25	-0.1
48	COC(=O)c1sc(NC(=O)c2csc3c2CCCC3)nc1C	1.6	2	-10	.	-1	-1	-1	5.1	-19	-1.4
49	O=C(Nc1cccc(S(=O)(=O)NC2=NCCC2)c1)c1ccc(=O)[nH]c1	-0.3	2	2	1.6	-10	.	-2	0.0	.	-0.3
50	COc1cc2ccc(=O)oc2c(O)c1O	-0.3	-10	-2	-55	0	.	2	5.9	.	-0.4

(cont.)
nr	SMILES	BoNT A protease	Anthrax LF prot	SSB-PriA inh	TcdB GH inh	CCHF vOTU inh	3CLpro inhibitor	Yp Topo-I inh	PfHsp40 yeast	VHR inh abs	Vc quorum ag
51	COc1ccc(C(=O)N[C@H](C(=O)OCc2cc(=O)oc3cc(C)ccc23)C(C)C)cc1	0.7	0	2	.	-7	-4	3	1.3	-8	-1.0
52	O=C(O)CN1CCN(Cc2ccccc2)C1=O	2.1	-4	-28	.	-3	-4	-9	-0.9	-14	i
53	CCCCN(C(=O)c1ccc(N(C)S(=O)(=O)c2ccc(C)cc2)cc1)c1c(N)n(CCCC)c(=O)[nH]c1=O	-436	-94	-8	0.4	-9	.	17	0.0	.	-1.4
54	CCOc1ccccc1OCCCC(=O)NNC(=O)c1nn(C)c(=O)c2ccccc12	-4.3	3	-18	0.8	-2	.	2	-0.7	.	i
55	CCOC(=O)C(NC(=O)CC(C)C)(Nc1cc(C)on1)C(F)(F)F (stereo unspecified)	-1.5	-2	-5	.	-5	-8	3	-0.4	-12	-12
56	Cc1ccc(/C=C/C(=O)NCCCc2ccccc2)cc1	1.1	-1	-11	.	19	7	14	4.3	18	-0.2
57	N=C1c2ccccc2CN1c1ccc(N2CCOCC2)c(S(=O)(=O)Nc2ccc(Cl)cc2)c1	.	.	.	0.2	2	7	.	.	13	.
58	CC(C)c1nc2sc3c(c2c(=O)n1N)CC(C)(C)OC3	-0.8	0	-10	-0.1	2	-1	9	-1.9	16	-1.3
59	CCc1nnc(NS(=O)(=O)c2ccc(NC(=O)/C=C/c3ccc(OC)cc3OC)cc2)s1	0.3	-2	6	-1.5	19	8	-5	2.4	-15	-0.6
60	COc1cc(OC)cc(C(=O)Nc2cccc(-c3ccc(N4CCOCC4)nn3)c2)c1	1.1	1	-9	-0.4	0	.	-11	-0.5	.	i
61	COc1ccc(C(=O)N2CCN(S(=O)(=O)c3ccc4c(c3)OCCO4)CC2)cc1OC	0.2	8	-8	0.6	16	.	0	-2.3	.	-2.1
62	O=C(NN1C(=O)c2ccccc2NC1c1ccccn1)c1ccc(Br)cc1 (stereo unspecified)	0.1	-3	-7	.	-6	-1	-10	0.4	17	i
63	Cc1cccc(-n2c(Cc3ccccc3)nnc2SCc2ccc([N+](=O)[O-])cc2)c1	0.1	0	26	.	29	5	20	3.8	12	i
64	O=C1CN(C(=O)COC(=O)C2CCN(S(=O)(=O)c3ccccc3C(F)(F)F)CC2)c2ccccc2N1	?	?	-19	.	1	-1	4	-0.7	19	-0.7
65	COc1ccccc1C(=O)NC(=O)CSc1ccc(C)c(C)c1	0.5	0	-10	-0.1	-10	.	27	0.7	.	.
66	O=C1Nc2ccccc2O/C1=C\c1c(F)cccc1Cl	-1.2	10	1	1.6	-30	0	24	-0.1	-12	i
67	COC(=O)c1cc(S(=O)(=O)N2CCN(c3cccc(OC)c3)CC2)cn1C	-0.4	1	-25	0.4	0	2	-4	-0.5	7	-0.2
68	COc1cc(OC)cc(N2CC(C)(C)C2=O)c1	-1.5	-10	-17	0.5	-1	0	2	-1.6	33	0.2
69	CC1CCc2c(sc3ncnc(SCC(=O)N(C)C4CCS(=O)(=O)C4)c23)C1 (stereo unspecified)	-0.2	0	-5	0.3	4	.	13	-0.1	.	0.7
70	CCOc1ccc(NC(=O)COC(=O)c2ccc3c(c2)OCO3)cc1	-0.2	-3	-18	1.2	-9	.	5	-0.4	.	-5.9
71	COc1cc(/C=C/C(=O)OCC(=O)NNC(=O)c2cc(Cl)ccc2OC)ccc1O	-1.5	-9	0	-0.3	-3	.	0	-1.3	.	-2.1

Assay outcomes: PubChem, several laboratories
